HDAC3 inhib – HDAC3 deacetylase inhibitors, primary screen, biochemical, fluorescence, cell-free homogeneous; 320,000 compounds, 0.15% hits; recombinant HDAC3, fluorogenic peptide/trypsin coupled; inhibition, % at 8.3 µM; in the data active = inhibition above about 26%, passing the limit was not always enough; inconclusive = no clear call, values can overlap the other calls
ANO1 activ – TMEM16A chloride channel activators or potentiators, primary screen, cell-based, HTS; AID 623877, 2012; 340,000 compounds, 0.3% hits; B-score at 10 µM; HEK293 TMEM16A/YFP-H148Q/I152L, iodide quench fluorescence; active compounds read low;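 active = fluorescence-ratio B-score plate-corrected deviation score at least 3 library SD below zero, with starting fluorescence score within 5 deviations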;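 note: channel opened by trigger with iodide after compound preincubation; score built on the fluorescence ratio of max minus min over baseline; more negative score means more quench and so TMEM16A activation or potentiation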
Target sequence (Q8BHY3 whole entry, looked up): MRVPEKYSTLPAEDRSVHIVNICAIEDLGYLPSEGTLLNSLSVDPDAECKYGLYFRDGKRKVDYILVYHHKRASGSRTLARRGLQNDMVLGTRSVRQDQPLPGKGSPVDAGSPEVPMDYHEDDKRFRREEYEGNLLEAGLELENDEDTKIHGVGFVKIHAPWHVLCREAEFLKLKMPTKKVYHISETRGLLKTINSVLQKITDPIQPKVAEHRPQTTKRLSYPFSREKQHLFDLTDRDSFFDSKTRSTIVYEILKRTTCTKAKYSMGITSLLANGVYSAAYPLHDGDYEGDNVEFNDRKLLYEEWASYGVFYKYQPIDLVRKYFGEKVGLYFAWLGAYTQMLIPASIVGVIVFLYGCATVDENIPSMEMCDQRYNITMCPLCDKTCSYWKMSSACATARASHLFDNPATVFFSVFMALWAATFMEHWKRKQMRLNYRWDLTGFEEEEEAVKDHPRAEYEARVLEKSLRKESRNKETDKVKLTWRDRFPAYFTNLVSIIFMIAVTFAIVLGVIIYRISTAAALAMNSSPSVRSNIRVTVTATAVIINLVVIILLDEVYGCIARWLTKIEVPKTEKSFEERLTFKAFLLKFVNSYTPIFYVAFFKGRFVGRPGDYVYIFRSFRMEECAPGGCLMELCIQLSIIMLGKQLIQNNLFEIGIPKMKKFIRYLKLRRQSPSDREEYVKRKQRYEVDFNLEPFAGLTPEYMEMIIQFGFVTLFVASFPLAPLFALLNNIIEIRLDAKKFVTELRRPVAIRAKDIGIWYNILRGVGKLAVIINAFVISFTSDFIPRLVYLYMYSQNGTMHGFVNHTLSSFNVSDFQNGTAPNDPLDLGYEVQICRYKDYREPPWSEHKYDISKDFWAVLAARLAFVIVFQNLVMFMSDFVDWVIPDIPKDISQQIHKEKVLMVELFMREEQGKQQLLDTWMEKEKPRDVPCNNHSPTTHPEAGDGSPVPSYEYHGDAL
RGS4 inh – RGS4 inhibitors, primary screen, cell-based, HEK293 M3R inducible RGS4, calcium flux. Regulator of G-protein signaling 4 (Homo sapiens), P49798. Fluo-4 calcium flux; active compounds read high; triggered by carbachol at its EC20. B-score at 10 µM. 310,000 compounds, 0.45% hits;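 active = B-score, a plate-corrected calcium signal, over three deviations above library mean, with baseline fluorescence within five deviations of library mean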;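 note: RGS4 expression induced by doxycycline in cells with stable M3 receptor; B-score is computed from the integrated fluorescence ratio over baseline after carbachol; higher B-score means a larger calcium signal and so more RGS4 inhibition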
KCNQ1 act – potentiators or activators of KCNQ1 channel, primary screen, cell-based, thallium flux, high-throughput; B-score at 10 µM; Potassium voltage-gated channel subfamily KQT member 1 (Homo sapiens), P51787; AID 2648, 2010; 310,000 compounds, 0.35% hits; CHO-K1 KCNQ1, thallium flux FluxOR fluorescence; active compounds read high;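 active = fluorescence ratio B-score, a plate-corrected score, at least three library SD, with initial intensity B-score within 5 SD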
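Test system: CHO-K1 cells stably expressing KCNQ1 / Medium: assay buffer / Also added: depolarizing K+/Tl+ stimulus, K2SO4 and Tl2SO4 each 12.5 mM in 5x stock / Incubation: 90 min dye loading and 20 min compound exposure, both at room temperature / Signal: thallium influx via FluxOR fluorescence, kinetic imaging / Evaluation: B score of baseline-normalized fluorescence ratio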
KCNK3 block – human KCNK3 channel inhibitors, primary screen, CHO cells, FluxOR thallium flux, B-score. Potassium channel subfamily K member 3 (Homo sapiens), O14649. FluxOR fluorescence; active compounds read low. B-score at 10 µM. 340,000 compounds, 0.84% hits. AID 602410, 2012;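 active = B-score under library mean minus 4 SD, starting fluorescence ratio at most library mean plus 5 SD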;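 note: more negative B-score means stronger inhibition of thallium flux through KCNK3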
SKKanGAS inh – S. pyogenes SKKanGAS growth inhibitors in kanamycin, primary screen, streptokinase expression inhibitor project, SKKanGAS strain, BacTiter-Glo luminescence. 300,000 compounds, 1.3% hits. 6 h. inhibition, % at 7.5 µM;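 active = mean replicate score, as percent of positive control median, at least 50; inconclusive = mean below 50 but one replicate at or above 50; inactive = mean and every replicate below 50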;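 note: strain carries kanamycin resistance gene driven by streptokinase promoter and grows in 40 µg/ml kanamycin; loss of luminescence reflects streptokinase promoter inhibition or plain growth inhibition; 0% = median of DMSO wells and 100% = positive control at its reference dose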
TMEM16A inh – TMEM16A chloride channel inhibitors, primary screen, cell-based, HTS. normalized B-score (activity score, 25-100; higher = stronger inhibition) at 10 µM. 310,000 compounds, 1.2% hits. Anoctamin-1 (Mus musculus), Q8BHY3. HEK293 TMEM16A/YFP iodide influx fluorescence, ionomycin;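 active = ratio plate-corrected score three or more library SD toward inhibition, starting fluorescence score within five deviations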;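 note: score derived from kinetic fluorescence span divided by baseline fluorescence per well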
RGS4 pot – RGS4 potentiators or activators, primary screen, cell-based, HEK293 M3R inducible RGS4, calcium flux; carbachol calcium flux Fluo4; active compounds read low; B-score at 10 µM; 310,000 compounds, 0.92% hits; AID 463111, 2010;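 active = B-score of the integrated calcium signal more than 4 SD below the library mean, with starting fluorescence not abnormally high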;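 note: negative B-score means reduced calcium response which marks RGS4 activation or potentiation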
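Material: Inducible-RGS4 HEK293 cells carrying M3 receptor; also added: carbachol at ECmax as muscarinic agonist stimulus; incubation: compound preincubation 20 min at room temperature before agonist; signal: Fluo4-AM (2 µM) calcium-flux fluorescence, kinetic read; measure: integrated calcium ratio converted to B score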
hERG rescue – hERG rescue from dofetilide block, primary screen, cell-based, CHO-hERG, FluxOR thallium flux, dofetilide IC70 | Voltage-gated inwardly rectifying potassium channel KCNH2 (Homo sapiens), Q12809 | dofetilide IC70 present | activation (rescue from dofetilide block), less the hit threshold, % at 10 µM | 310,000 compounds, 0.51% hits | AID 1511, 2009;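 active = activation above the mean of controls blocked by dofetilide plus 5 SD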;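 note: thallium influx through hERG after potassium depolarization seen as dye fluorescence rise; in these data hits start at about 4.7%; inactives centre near -7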
KCNK9 block – KCNK9 potassium channel inhibitors, primary screen, HEK293 cells, thallium flux; 310,000 compounds, 1.2% hits; B-score at 10 µM; AID 488922, 2010; FluxOR thallium flux fluorescence; active compounds read low; Potassium channel subfamily K member 9 (Homo sapiens), Q9NPC2;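 active = ratio B-score over 3 SD below the library mean, with starting fluorescence within 5 SD of its mean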;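 note: negative B-score means less thallium flux so channel inhibition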
KCNQ1 inh – inhibitors of human KCNQ1 channel, primary screen, cell-based, thallium flux, high-throughput. B-score at 10 µM. 310,000 compounds, 1.3% hits. Potassium voltage-gated channel subfamily KQT member 1 (Homo sapiens), P51787. CHO-K1 KCNQ1, FluxOR thallium flux fluorescence; active compounds read high;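 active = compounds whose thallium flux B-score, printed positive for inhibition, exceeds three library SD while starting fluorescence stays within three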;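 note: channel opened by potassium depolarization with thallium stimulus after 20 min compound exposure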
Numbers without * were called inactive; i = inactive; ? = inconclusive; nt = no result given. An unsorted share of the library; about 6.3% have a hit in one of these screens.

SMILES	HDAC3 inhib	ANO1 activ	RGS4 inh	KCNQ1 act	KCNK3 block	SKKanGAS inh	TMEM16A inh	RGS4 pot	hERG rescue	KCNK9 block	KCNQ1 inh
COc1ccc(CNC(=O)CCC(=O)c2ccc(C)cc2)cc1OC	3.0	i	i	i	i	-2.6	i	i	-5.8	i	i
COc1ccccc1C1/C(=C(/O)c2ccccc2)C(=O)C(=O)N1CC(C)C (configuration not stated)	9.5	i	i	i	i	-6.0	i	i	-6.6	i	i
O=C(c1ccc([N+](=O)[O-])o1)N1CCN(c2nc3ccc(F)cc3s2)CC1	0.7	i	i	i	i	8.8	i	i	-9.0	i	i
Cc1ccc(N=N/C(=C\O)C(=O)c2ccc(Cl)cc2)cc1	-1.4	i	i	i	i	?	i	i	-4.1	i	i
CCCc1nnc(NC(=O)CC(C)c2ccccc2)s1 (configuration not stated)	2.2	i	i	i	i	-1.0	i	i	-0.9	i	i
CC(C)c1cc(C(=O)OCC(=O)NC(=O)NCc2ccco2)c(O)c(C(C)C)c1	15.3	i	i	i	i	47.6	i	i	2.2	i	i
Cc1ccc(NC(=O)C(=O)NCC2CCCN2S(=O)(=O)c2cccs2)cc1C (configuration not stated)	4.7	i	i	i	i	3.6	i	i	-17.9	i	i
COc1cc(NC(=O)COC(=O)CSc2ccccc2F)c(C)cc1[N+](=O)[O-]	-0.5	i	i	i	i	-6.5	i	i	-6.8	i	i
CC1CCc2cc(F)ccc2N1C(=O)c1ccncc1 (configuration not stated)	-4.7	i	i	i	i	-8.2	i	i	-0.7	i	i
C/C=C/c1cc(CN2CCN(c3ccc(OC)cc3)CC2)c(O)c(OC)c1	9.0	i	i	i	i	17.1	i	i	-8.9	i	i
C=C(C)C(=O)Nc1cccc(C2=NOC3(C2)C[C@@H](C(N)=O)N(C(=O)/C=C/CC)C3)c1 (some centres not stated)	3.5	i	i	i	i	-5.2	i	i	-9.4	i	i
Cc1ccc(N(C(=O)Cn2nnc(-c3ccc(C)o3)n2)C(C(=O)NC2CCCC2)c2ccco2)cc1 (configuration not stated)	-1.5	i	i	i	i	7.2	i	i	-7.9	i	i
COc1ccc(C)cc1N(C(=O)c1snc(C(N)=O)c1N)C(C(=O)NC1CCCC1)c1ccc(F)cc1 (configuration not stated)	-0.4	i	i	i	i	7.5	i	i	-7.6	i	i
[N-]=[N+]=CC(=O)CNC(=O)[C@@H](Cc1ccccc1)N1C(=O)c2ccccc2C1=O	-0.8	i	i	i	i	2.5	i	i	-2.0	i	i
O=S(=O)(NCc1ccccc1)c1ccccc1Br	-2.5	i	i	i	i	-0.2	i	i	-7.3	i	i
CC1=NC(C)Cc2ccccc21 (configuration not stated)	-0.8	i	i	i	i	-0.5	i	i	-5.6	i	i
CC(=O)c1ccc(NS(=O)(=O)c2ccc(CC(C)C)cc2)cc1	5.6	i	i	i	i	-7.9	100*	i	-14.9	i	i
CC(OC(=O)CCc1ccccc1)C(=O)Nc1ncc(Cl)cc1Cl (configuration not stated)	-0.7	i	i	i	i	-12.2	i	i	-1.7	i	i
N#CC(c1ccc(Cl)cc1)c1nc2ccccc2nc1C(F)(F)F (configuration not stated)	-2.9	i	i	i	i	-14.7	i	i	-8.8	i	i
Cc1ccc(N2C(=O)N(CC(=O)Nc3cccc(C)c3C)C(=O)C2C)cc1 (configuration not stated)	nt	i	i	i	i	16.6	i	i	-8.5	i	i
CN(C)S(=O)(=O)c1ccc(C(=O)OCC(=O)NCc2ccco2)cc1	-1.1	i	i	i	i	4.4	i	i	-5.1	i	i
O=C(NO)C1CC2C=CC1C2 (configuration not stated)	-1.5	i	i	i	i	-1.4	i	i	1.3	i	i
Cc1cc(C)c(S(=O)(=O)N2CCN(S(=O)(=O)N3CCCCCC3)CC2)c(C)c1	3.1	i	i	i	i	2.0	i	i	-3.2	i	i
CCOC(=O)c1cc2c(=O)n3ccccc3nc2n(Cc2ccco2)c1=NC(=O)c1ccc(OC)cc1	-16.5	i	i	i	i	35.8	i	i	-31.3	i	i
Cc1ccccc1NC(=O)C1CC(=O)N(Cc2ccccc2)C1 (configuration not stated)	-5.4	i	i	i	i	6.0	i	i	-2.3	i	i

Reprinted from the part before: 2 compounds, then new ones.
SMILES	HDAC3 inhib	ANO1 activ	RGS4 inh	KCNQ1 act	KCNK3 block	SKKanGAS inh	TMEM16A inh	RGS4 pot	hERG rescue	KCNK9 block	KCNQ1 inh
CCOC(=O)c1cc2c(=O)n3ccccc3nc2n(Cc2ccco2)c1=NC(=O)c1ccc(OC)cc1	-16.5	i	i	i	i	35.8	i	i	-31.3	i	i
Cc1ccccc1NC(=O)C1CC(=O)N(Cc2ccccc2)C1 (configuration not stated)	-5.4	i	i	i	i	6.0	i	i	-2.3	i	i
Clc1ccc(-c2ccccc2)nn1	-1.4	i	i	i	i	-2.5	i	i	-7.0	i	i
Cc1cccc(C(=O)NC(C)c2ccc(-n3ccnc3)cc2)c1C (configuration not stated)	-1.9	i	i	i	i	-4.4	i	i	2.3	i	i
O=C(NCCC1=CCCCC1)C1CCC(=O)N(Cc2cccc(C(F)(F)F)c2)C1 (configuration not stated)	0.0	i	i	i	i	5.4	i	i	-13.4	i	i
COC(=O)[C@H]1C[C@@H]1[C@H](NC(=O)c1cccnc1)c1ccccc1	8.3	i	i	i	i	1.3	i	i	-8.7	i	i
Nc1nnc(SCC(=O)Nc2cc(F)ccc2F)s1	-3.8	i	i	i	i	5.0	i	i	-12.4	i	i
COC(=O)c1c(C(=O)OC)c(-c2ccc(Br)cc2)n2c1CS(=O)C2 (configuration not stated)	-0.9	i	i	i	i	-0.1	i	i	-7.5	i	i
Cc1n[nH]c(=O)c2c(NC(=O)CSc3nc4ccccc4c(=O)n3-c3ccc(OC(F)F)cc3)oc(C)c12	2.6	i	i	i	i	7.3	i	i	-5.7	i	i
CCOC(=O)C1=C(N)N(c2cc(S(=O)(=O)N3CCOCC3)ccc2Cl)C(=O)C1	-0.8	i	i	i	i	4.6	i	i	-3.3	i	i
CCOC(=O)c1c(C)n(C)c2ccc(OCC(O)CN3CCN(C)CC3)cc12 (configuration not stated)	3.6	i	i	i	i	-3.6	i	i	-1.3	i	i
COCCOC(=O)C1=C(N)OC2=C(C(=O)CC(C)(C)C2)C1c1cccnc1 (configuration not stated)	-1.2	i	i	i	i	4.0	i	i	5.2*	i	i
O=c1c2ccccc2nc2c3ccccc3c(NCc3ccco3)nn12	-3.3	i	4.88*	i	i	16.8	i	i	-13.4	i	i
CCC(C)N(C(=O)c1csnn1)C(C(=O)NCc1ccc(F)cc1)c1ccco1 (configuration not stated)	0.7	i	i	i	i	9.4	i	i	-7.2	i	i
CCOc1ncccc1C(=O)NCc1ccc(OC)cc1	10.5	i	i	i	i	-9.0	i	i	-8.1	i	i
COc1cccc(C(C(=O)NC2CCCC2)N(C(=O)c2ccco2)c2ccccc2F)c1OC (configuration not stated)	0.8	i	i	i	i	-2.9	i	i	-8.0	i	i
O=C(CSc1oc(-c2ccco2)nc1S(=O)(=O)c1ccc(Cl)cc1)NCC1CCCO1 (configuration not stated)	6.6	i	i	i	i	5.3	i	i	-1.3	i	i
CCc1nnc(NC(=O)C2CCCCN2S(=O)(=O)c2ccccc2)s1 (configuration not stated)	0.6	i	i	i	i	6.9	i	i	-5.9	i	i
COc1cccc(NC(=O)CSc2nnc3ccc(-c4ccccn4)nn23)c1	nt	i	i	i	i	-3.4	nt	i	-4.0	i	i
CCC(=O)N1CCN(C(C)=O)C1c1ccccc1 (configuration not stated)	-4.6	i	i	i	i	-3.0	i	i	-3.6	i	i
COc1ccc(C2(c3ccc(OC)cc3)NC(=O)N(CC(=O)Nc3ccccc3)C2=O)cc1	0.6	i	i	i	i	4.6	i	i	-3.3	i	i
CCOC(=O)C1=C(CC)OC(N)=C(C#N)C1c1cccs1 (configuration not stated)	1.4	i	i	i	i	-1.5	i	i	-1.5	i	i
O=C(C[n+]1ccc(/C=N/O)cc1)NC1CCCCC1	1.4	i	i	i	i	5.3	i	i	-10.5	i	i
Cc1[nH]c2ccccc2c1-c1nc(N)sc1C	4.7	i	i	i	i	-0.8	i	i	-7.8	i	i
CC(C)Oc1ccc(C(=O)NC2CCSc3ccccc32)cc1 (configuration not stated)	4.6	i	i	i	i	5.6	i	i	-8.0	i	i
Cn1ncc([N+](=O)[O-])c1C(=O)Nc1ccc2c(c1)OCCO2	1.5	i	i	i	i	-2.0	i	i	-10.7	i	i
O=C1CCCN1CCCNS(=O)(=O)c1ccc(Br)s1	-0.6	i	i	i	i	-7.4	i	i	-5.8	i	i

Next part
SMILES	HDAC3 inhib	ANO1 activ	RGS4 inh	KCNQ1 act	KCNK3 block	SKKanGAS inh	TMEM16A inh	RGS4 pot	hERG rescue	KCNK9 block	KCNQ1 inh
CN(C)C(=O)c1cccn(Cc2cccc(C(F)(F)F)c2)c1=O	0.9	i	i	i	i	1.7	i	i	-15.1	i	i
COc1ccccc1NC(=S)NCc1ccco1	-1.8	i	i	i	i	-3.5	i	i	-10.2	i	i
CCOC(=O)c1ccccc1NC(=O)c1n[nH]c(=O)c2ccccc12	-7.1	i	i	i	i	-11.1	i	i	-4.2	i	i
CCOC(=O)C1=C(C)NC(=O)NC1c1ccc(-c2ccccc2F)o1 (configuration not stated)	nt	i	i	i	i	-3.3	i	i	-6.7	i	i
O=C(CCl)Nc1ccc(-c2ccccc2)cc1	-0.7	i	i	i	i	5.8	i	i	-21.6	i	i
Cn1c(=O)c2c(nc(Br)n2CCc2ccccc2)n(C)c1=O	-3.8	i	i	i	i	11.1	i	i	-9.4	i	i

High-throughput results deposited in PubChem BioAssay by several laboratories.
